Compound activity deposited in PubChem BioAssay by Sanford-Burnham Center for Chemical Genomics.
MKP-3 inhibition – MKP-3 phosphatase inhibitors, primary screen, biochemical, rat enzyme, in vitro (AID 425); recombinant MKP-3 phosphatase activity, fluorescence; higher % means a stronger effect; inhibition, % at 20 µM, or IC50 in µM where a hit was titrated; 0.17% of 110,000 active; in the data active = inhibition above about 50%;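 also: plate controls were vehicle for no effect and reference inhibitor for full effect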
Hsp70 displacement – Hsp70 inhibitors, probe displacement, primary screen, biochemical, fluorescence polarization (AID 583) | displacement, % at 20 µM, or IC50 in µM where a hit was titrated | 0.06% of 140,000 active | Hsp70 fluorescence polarization probe displacement, mP; higher % means a stronger effect; in the data active = displacement above about 50%;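 also: plate controls were vehicle for no effect and reference ligand for full effect; a part of the inactive calls stands beside numbers as strong as those of hits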
Numbers without * were called inactive; / = not tested or not shown; & = joins results of further samples. Only part of the results is shown; rates above refer to the full screens.

SMILES	MKP-3 inhibition	Hsp70 displacement
O=C(CSc1nnc(-c2cccc(S(=O)(=O)N3CCOCC3)c2)n1C1CCCCCC1)NCc1ccccc1	/	3.8%
Cc1ccc(N2C(N)=NC(N)=NC2(C)C)c(C)c1	-3.1%	1.3%
COC(=O)C1=NNC2(C)C(=O)N(c3ccccc3C)C(=O)C12 (centres undefined)	1.3%	0.1%
CC(=O)C1=C(c2ccccc2)NC(=O)NC1c1ccccc1OCC(=O)NCc1ccccc1 (centres undefined)	/	4.4%
CN(C)CCSc1nc(N)c2c3c(sc2n1)CN(C)CC3	0.9%	3.9%
O=C(Nc1ccc2oc(-c3ccncc3)nc2c1)c1ccccn1	-2.7%	3.3%
CCC1C(=O)N=C(SCC(=O)Nc2ccccc2)NC1=O (centres undefined)	/	-0.3%
COC1CCCCC1N1CCN(C(=O)c2ccccc2)CC1 (centres undefined)	2.6%	2.7%
S=C(Nc1ccccc1)c1ccccn1	/	-7.4%
Cc1ccc(C(C)C)c(OCC(=O)Nc2c(C)cc(Br)cc2C)c1	3.1%	-8.5%
CC(C)(C)C1(O)CC(C(=O)O)(C(C)(C)C)OC1=O (centres undefined)	-0.4%	-0.4%
NC(=O)c1c(NC(=O)CCC2CCCCC2)sc2c1CCCCC2	4.5%	1.3%
CC(=O)c1sc2nc(=O)c(C)nn2c1C	-5.6%	0.9%
COc1ccc(C(c2sc3ncnn3c2O)N2CCN(c3ccccc3F)CC2)cc1OC (centres undefined)	-7.2%	-4.8%
COc1ccc(OC)c(N2C(N)=NC(N)=NC23CCCC3)c1	-8.6%	-1.1%
O=C(Cc1ccc(Cl)cc1)Nc1ccc2oc(-c3ccncc3)nc2c1	0.5%	-4.7%
O=C(COC(=O)Cn1cnc2ccccc21)NCCc1ccc(Cl)cc1	/	-0.8%
Cc1cc(-c2ccco2)n(CC(=O)NCCCc2ccccc2)n1	0.0%	-2.6%
CC(C)c1nc(SCC(=O)N2CCOCC2)c2c(=O)n(C)c(=O)n(C)c2n1	-3.7%	2.6%
COc1ccc(CCCc2nnc(SCC(=O)Nc3ncc(C)s3)o2)cc1	-9.2%	-1.1%
CC1(C)Cc2c(cnn2-c2ccccc2)-c2c1c1ccccc1n2CC(O)CCl (centres undefined)	/	-4.5%
CCOc1ccccc1NC(=O)C(=O)N/N=C/c1ccc([N+](=O)[O-])cc1	3.6%	3.7%
O=C1c2ccccc2C(=O)N1CCSc1n[nH]c(=S)s1	/	-2.5%
C=CCOC(=O)C1=C(C)OC(N)=C(C#N)C1c1ccc2c(c1)OCO2 (centres undefined)	-9.8%	4.4%
C=CCc1ccc(OCC(O)CN2CCCCC2)c(OC)c1 (centres undefined)	-5.9%	-5.4%
CCCCc1nc2sc3c(c2c(=O)[nH]1)CCC3	-3.3%	5.9%
CCn1cnc2cc(NCc3ccc(C)cc3)ccc21	-11.8%	-1.8%
O=C(CCCSc1nnc(-c2cccs2)n1CC1CCCO1)c1ccccc1 (centres undefined)	-1.0%	1.4%
COc1ccccc1NC(=O)C1=C(C)NC(=O)NC1c1cccs1 (centres undefined)	2.4%	-0.5%
Cc1ccc(O)c(/C=N/NC(=O)C2=NNC(c3ccccc3)(c3ccccc3)C2)c1	/	1.7%
O=C(NCCO)c1ccc(Oc2ccc(C(=O)NCCO)cc2)cc1	1.9%	-1.2%
CSC1=C(C#N)C2(CCCC2)C(C#N)=C(N)N1	0.0%	3.1%
CCOC(=O)c1sc(NC(=O)c2ccc(C)cc2)c(C(=O)OCC)c1C	-3.8%	-1.9%
COc1ccc(C(=O)/C=C/c2ccccc2[N+](=O)[O-])cc1OC	0.7%	-1.0%
O=C(CCC(=O)c1ccc(F)cc1)OC1CCOC1=O (centres undefined)	3.1%	4.1%
Cc1cc(C)n(C(=O)c2ccc(NC(=O)C3COc4ccccc4O3)cc2)n1 (centres undefined)	6.8%	3.1%

Not a retest: an excerpt of the list.
SMILES	MKP-3 inhibition	Hsp70 displacement
CC(C)(C)C1(O)CC(C(=O)O)(C(C)(C)C)OC1=O (centres undefined)	-0.4%	-0.4%
NC(=O)c1c(NC(=O)CCC2CCCCC2)sc2c1CCCCC2	4.5%	1.3%
CC(=O)c1sc2nc(=O)c(C)nn2c1C	-5.6%	0.9%
COc1ccc(C(c2sc3ncnn3c2O)N2CCN(c3ccccc3F)CC2)cc1OC (centres undefined)	-7.2%	-4.8%
COc1ccc(OC)c(N2C(N)=NC(N)=NC23CCCC3)c1	-8.6%	-1.1%
O=C(Cc1ccc(Cl)cc1)Nc1ccc2oc(-c3ccncc3)nc2c1	0.5%	-4.7%
O=C(COC(=O)Cn1cnc2ccccc21)NCCc1ccc(Cl)cc1	/	-0.8%
Cc1cc(-c2ccco2)n(CC(=O)NCCCc2ccccc2)n1	0.0%	-2.6%
CC(C)c1nc(SCC(=O)N2CCOCC2)c2c(=O)n(C)c(=O)n(C)c2n1	-3.7%	2.6%
COc1ccc(CCCc2nnc(SCC(=O)Nc3ncc(C)s3)o2)cc1	-9.2%	-1.1%
CC1(C)Cc2c(cnn2-c2ccccc2)-c2c1c1ccccc1n2CC(O)CCl (centres undefined)	/	-4.5%
CCOc1ccccc1NC(=O)C(=O)N/N=C/c1ccc([N+](=O)[O-])cc1	3.6%	3.7%
O=C1c2ccccc2C(=O)N1CCSc1n[nH]c(=S)s1	/	-2.5%
C=CCOC(=O)C1=C(C)OC(N)=C(C#N)C1c1ccc2c(c1)OCO2 (centres undefined)	-9.8%	4.4%
C=CCc1ccc(OCC(O)CN2CCCCC2)c(OC)c1 (centres undefined)	-5.9%	-5.4%
CCCCc1nc2sc3c(c2c(=O)[nH]1)CCC3	-3.3%	5.9%
CCn1cnc2cc(NCc3ccc(C)cc3)ccc21	-11.8%	-1.8%
O=C(CCCSc1nnc(-c2cccs2)n1CC1CCCO1)c1ccccc1 (centres undefined)	-1.0%	1.4%
COc1ccccc1NC(=O)C1=C(C)NC(=O)NC1c1cccs1 (centres undefined)	2.4%	-0.5%
Cc1ccc(O)c(/C=N/NC(=O)C2=NNC(c3ccccc3)(c3ccccc3)C2)c1	/	1.7%
O=C(NCCO)c1ccc(Oc2ccc(C(=O)NCCO)cc2)cc1	1.9%	-1.2%
CSC1=C(C#N)C2(CCCC2)C(C#N)=C(N)N1	0.0%	3.1%
CCOC(=O)c1sc(NC(=O)c2ccc(C)cc2)c(C(=O)OCC)c1C	-3.8%	-1.9%
COc1ccc(C(=O)/C=C/c2ccccc2[N+](=O)[O-])cc1OC	0.7%	-1.0%
O=C(CCC(=O)c1ccc(F)cc1)OC1CCOC1=O (centres undefined)	3.1%	4.1%
Cc1cc(C)n(C(=O)c2ccc(NC(=O)C3COc4ccccc4O3)cc2)n1 (centres undefined)	6.8%	3.1%

(further entries)
SMILES	MKP-3 inhibition	Hsp70 displacement
O=C1/C(=C\c2ccc(F)cc2)SC(=S)N1CN1CCCCC1	8.1%	8.5%
COCCCN1C(=O)C(=O)/C(=C(/O)c2ccc(C)cc2)C1c1ccccc1 (centres undefined)	-7.9%	2.8%
CCCOc1ccc(CN(CCO)CCO)cc1C(=O)OC	-2.1%	-2.7%
CC(C)(C)CC(=O)Nc1cccc2c1CCCC2	/	2.7%
COCCNC(=O)c1ccc(Cl)cc1Cl	-1.0%	-0.1%
CCOc1ccc(Br)cc1C=Nc1c(C)n(C)n(-c2ccccc2)c1=O	0.3%	0.7%
COc1ccc(CCn2c(NCc3ccco3)nc3c2c(=O)[nH]c(=O)n3C)cc1	-1.7%	0.1%
Cc1ccc(C=C2C(=O)c3ccccc3C2=O)o1	1.9%	-4.2%
COc1cccc(/C=C2\C(=O)NC(=O)N(c3ccc(Br)c(C)c3)C2=O)c1OC	2.2%	0.0%
CCC(Sc1nc2c(c(=O)[nH]1)CCC2)C(=O)Nc1cccc(OC)c1 (centres undefined)	0.4%	0.3%
Cc1onc(-c2c(Cl)cccc2Cl)c1C(=O)N1CCN(Cc2ccccc2)CC1	-1.1%	3.8%
CC1CCc2cc(F)ccc2N1C(=O)CCC(=O)O (centres undefined)	-0.9%	-0.7%
COc1ccc(C(=O)NCc2oc(-c3ccccc3)cc2C(=O)O)cc1	-12.0%	8.5%
COc1ccc(-c2noc(CSc3nc(-c4ccccc4)cc(=O)[nH]3)n2)cc1OC	-12.2%	8.1%
CCCSc1nc2c(c(=O)[nH]c(=O)n2C)n1CCc1ccccc1	-4.4%	7.6%
Cc1ccc(N2C(=O)CC(NC3CCN(Cc4ccccc4)CC3)C2=O)cc1 (centres undefined)	-3.8%	0.8%
CN(C)S(=O)(=O)N1CCN(c2cc(Cl)ccc2Cl)CC1	11.3%	-6.2%
CCC(N)C12CC3CC(CC(O)(C3)C1)C2 (centres undefined)	/	5.9%
Cc1cnnn1-c1ccc(C(=O)/C=C\c2ccco2)cc1	4.5%	2.6%
O=C(N1CCN(c2ccccc2F)CC1)C12CC3CC(CC(C3)C1)C2	3.3%	3.4%
CCOC(=O)CC(=O)CSc1nnc(Cn2c(=O)sc3ccccc32)n1C	4.6%	2.7%
O=C(C1CCCN(S(=O)(=O)c2ccc(Br)s2)C1)N1CCCCCC1 (centres undefined)	-6.0%	0.5%
COC(=O)c1ccccc1NC(=O)c1ccc(CN2CCOCC2)cc1	-5.5%	-3.3%
Cc1ccc([N+](=O)[O-])cc1NC(=S)NC(=O)c1ccccc1Cl	-0.9%	-1.8%
CCC(C)(C)n1nnnc1C(C(C)C)N(Cc1ccco1)Cc1cc2cc3c(cc2[nH]c1=O)OCO3 (centres undefined)	/	4.4%
CCCc1[nH]nc2c1C(c1ccc(O)c(OC)c1)C(C#N)=C(N)O2 (centres undefined)	-14.0%	1.5%
COc1ncnc2c1oc1nc(CC(C)C)c3c(c12)CCCC3	-12.1%	-1.1%
O=C(Cn1nnc2c(cnn2-c2ccccc2)c1=O)NCc1cccs1	-9.9%	-1.1%
C=CCn1c(CNC(=O)c2cccs2)nnc1SCC(=O)c1ccc(Br)cc1	/	7.7%
CCCn1c(CCNC(=O)c2cccs2)nc2ccccc21	-13.3%	-0.8%
COc1ccc(OCC(=O)Nc2cc(OC)cc(OC)c2)cc1	-15.4%&-0.4%	2.2%&-0.7%
CCN1C(=O)c2ccccc2S(=O)c2ccc(C(=O)NCCCN3CCCC3=O)cc21 (centres undefined)	-12.4%	3.1%
O=C(NNC(=O)c1ccc(S(=O)(=O)c2ccccc2)cc1)c1ccc(Br)cc1	2.8%	-6.8%
CC(C)P(=O)(Cc1cccc(C#N)c1)C(C)C	-0.8%	-5.0%
O=C1c2ccccc2C(=O)N1c1ccc(O)cc1	-3.3%	-5.3%
Cc1cccc(C(=O)NNC(=O)c2ccc(-c3ccccc3)cc2)c1	2.1%	1.3%
C=CCC1CCCCC12NC(=O)NC2=O (centres undefined)	-0.8%	-2.5%
O=C(Nn1c(-c2ccc(F)cc2)nc2ccccc2c1=O)C1CCCCC1	/	3.9%
COc1cc(-c2nnc3sc(-c4ccco4)nn23)cc(OC)c1OC	-0.5%	2.8%
